MITF act: increases MITF-driven TRPM1 promoter luciferase signal; SK-MEL-5 TRPM1-promoter luciferase, 24 h; % of positive control, neutral wells = 0; activation, % at 12.5 µM; 0.75% of 300,000 active; AID 588334;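 active = mean activation of at least 80% with every replicate also reaching 80%; inconclusive = mean reaches 80% but some replicate falls short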;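 also: 0% = neutral control wells and 100% = parthenolide positive control wells; values of inactives mirror those of a sister screen read the other way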
dFosB act: activators of mouse delta FosB homodimer; AID 493131; P13346; 0.99% of 340,000 active; activation, % at 25 µM; purified delta FosB, TAMRA-CDK5 oligo fluorescence polarization; percent of positive-control signal above neutral wells;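 active = mean activation above about 17%, with every replicate also reaching it, limit read from the data, passing the limit was not always enough; inconclusive = only one of the two conditions met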;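 also: fluorescence polarization rise as delta FosB binds a TAMRA Cdk5 AP-1 oligo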
Wnt bcat act: activates Wnt/beta-catenin signaling in a reporter cell assay. activator, plate reader. activation, % at 9.35 µM. 1.2% of 300,000 active. AID 743398; in the data active = activation above about 30%, passing the limit was not always enough; inconclusive = no clear call, values can overlap the other calls;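 also: 0% = neutral control wells and 100% = positive control wells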
CDK5 p35 inh: inhibitors of human CDK5/p35 kinase. Recombinant CDK5/p35, ADP-Glo luminescence, 60 min. 0.01% of 330,000 active. AID 488839. inhibition, % at 10 µM. Q00535+Q15078;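 active = highest replicate inhibition of at least 50% and at least 75% of replicates reaching 50%; inconclusive = only one of the two criteria met; inactive = both criteria failed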;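 also: plate controls were DMSO neutral control for no effect and GW8510 at 10 µM for full effect; many of its hits are not listed in these tables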
SR-BI HDL uptake: blocks mouse SR-BI lipid uptake from DiI-HDL. ldlA[mSR-BI] CHO cells, DiI-HDL uptake fluorescence, 3 h. 0.96% of 320,000 active. Q61009. inhibition, % at 12.5 µM;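 active = mean replicate inhibition of at least 70% and a set share of replicates each scoring 70 or more; inconclusive = meets just one of the two criteria; inactive = fails both criteria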;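 also: 0% = median of neutral control wells and 100% = median of positive control wells; values of inactives mirror those of a sister screen read the other way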
Target sequence (Q61009 whole entry, looked up): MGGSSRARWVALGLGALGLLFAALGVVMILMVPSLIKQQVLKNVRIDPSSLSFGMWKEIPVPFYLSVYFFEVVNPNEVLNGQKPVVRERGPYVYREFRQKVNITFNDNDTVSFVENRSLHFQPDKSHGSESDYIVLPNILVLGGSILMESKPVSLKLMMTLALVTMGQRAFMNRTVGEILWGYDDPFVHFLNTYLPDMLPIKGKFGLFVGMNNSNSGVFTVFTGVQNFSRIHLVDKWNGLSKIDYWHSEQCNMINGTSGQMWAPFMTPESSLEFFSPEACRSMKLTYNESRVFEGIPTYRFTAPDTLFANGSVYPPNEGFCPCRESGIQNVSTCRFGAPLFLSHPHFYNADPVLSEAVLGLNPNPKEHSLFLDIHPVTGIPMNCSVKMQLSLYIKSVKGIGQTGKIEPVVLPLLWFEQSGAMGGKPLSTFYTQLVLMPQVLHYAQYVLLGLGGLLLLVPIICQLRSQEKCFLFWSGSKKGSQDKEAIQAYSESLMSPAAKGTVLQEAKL
HTR5A ag: activates human HTR5A in OPRM1-OPRD1 agonist counter-screen; P47898; activation, % at 9.3 µM; AID 504692; 0.61% of 340,000 active; HTR5A agonist assay, luminescence, cell-based; in the data active = activation mostly above about 9.5%, no sharp cut-off; inactive = mostly below about 7.6%;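 also: 0% = cells with vehicle only and 100% = reference agonist; strong numbers were not always called active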
SR-BI uptake up: activators of SR-BI mediated HDL lipid uptake; activation, % at 12.5 µM; 0.096% of 320,000 active; CHO ldlA[mSR-BI] cells, DiI-HDL uptake fluorescence, 3 h; 100 = double the neutral-control signal;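 active = mean replicate activation of at least 60% and every replicate at or above 60%; inconclusive = mean or all-replicate condition met, but not both; inactive = mean below 60% and not all replicates reaching 60%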;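 also: 0% = median plate neutral-control signal and 100% = twice that signal; values of inactives mirror those of a sister screen read the other way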
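Test system: SR-BI-overexpressing, LDLR-lacking CHO cells. Measured by: DiI fluorescence, bottom read. Medium: Ham's F12 with 0.5% BSA, HEPES 25 mM, pH 7.4. Timing: 3 h uptake period with compound, 37 °C.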
PvdQ inh: blocks Pseudomonas aeruginosa PvdQ acylase activity | purified PvdQ acylase, fluorescence plate reader | inhibition, % at 10 µM | 0.063% of 340,000 active; in the data active = inhibition above about 30%, passing the limit was not always enough; inconclusive = no clear call, values can overlap the other calls;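 also: 0% = vehicle neutral wells and 100% = reference inhibitor wells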
Rtt109 HAT inh: C. albicans Rtt109 histone acetyltransferase inhibition. Q5AAJ8. AID 540336. purified Rtt109/Vps75, ThioGlo CoA-SH fluorescence, 4 h. inhibition, % at 34.9 µM. 0.16% of 330,000 active;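 active = inhibition of at least 50% in every replicate; inconclusive = best replicate reaches 50% inhibition but some replicates fall short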
Target sequence (Q5AAJ8 whole entry, looked up): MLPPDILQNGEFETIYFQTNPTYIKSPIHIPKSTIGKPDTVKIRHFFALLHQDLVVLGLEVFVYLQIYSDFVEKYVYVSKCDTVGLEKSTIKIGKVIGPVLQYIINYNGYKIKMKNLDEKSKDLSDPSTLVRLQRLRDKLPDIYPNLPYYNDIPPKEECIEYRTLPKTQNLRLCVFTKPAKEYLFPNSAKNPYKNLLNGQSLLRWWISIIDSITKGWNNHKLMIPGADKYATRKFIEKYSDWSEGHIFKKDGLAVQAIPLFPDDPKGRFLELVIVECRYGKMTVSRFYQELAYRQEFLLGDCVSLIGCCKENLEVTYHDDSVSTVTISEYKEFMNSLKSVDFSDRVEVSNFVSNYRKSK
cardiac RTF act: increases calcium sensitivity of human cardiac regulated thin filaments; activation, % at 7.2 µM; P19429+P45379; 0.24% of 340,000 active; IANBD-labeled TnC RTF fluorescence at EC20 calcium; 0% EC20 calcium, 100% full calcium;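 active = activation above the mean over all tested compounds plus 3 SD, cut at about 30% in these data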;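 also: rise in fluorescence read as greater calcium sensitivity of cardiac thin filaments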
* marks the source's active call; other numbers are inactive results; ? = inconclusive; · = not tested or not shown; & = joins results of further samples.

SMILES	MITF act	dFosB act	Wnt bcat act	CDK5 p35 inh	SR-BI HDL uptake	HTR5A ag	SR-BI uptake up	PvdQ inh	Rtt109 HAT inh	cardiac RTF act
Cc1ccc(N2C(=O)C3C(c4ccccc4)N4CCCN4C3(C)C2=O)cc1 (stereo unspecified)	-1	-5	-4	0.0	-12	2	12	7	6	-4
O=C(c1ccc(=O)[nH]n1)N1CCN(S(=O)(=O)c2ccc(C(F)(F)F)cc2)CC1	11	-6	1	-12	-23	3	23	-5	-8	6
Cc1cc(=O)[nH]c(SCC(=O)NC2CCCCCCC2)n1	-2	-3	0	-1.2	-5	-7	5	-11	-4	-5
CC(C)CNC(=S)N(CCN(C)C)Cc1cc2cc3c(cc2[nH]c1=O)OCCO3	1	-1	-1	0.9	-22	-1	22	-3	-2	-2
C/C(N)=C(/C#N)C(=O)CSc1nnc(SCc2ccc(Cl)cc2)s1	7&-14	-17&0	1&5	1.9&-1.8	8&19	-3&3	-8&-19	-15&8	-2&0	-2&-6
Cc1ccc(-n2c(O)cnc2Nc2nc(C)cc(C)n2)cc1	-2	-5	·	2.6	-21	1	21	9	-7	3
Cn1c(=O)c2nc(Cl)c(-c3ccccc3)nc2n(C)c1=O	-5	-4	0	·	-13	-4	13	-11	-4	-1
O=C(CSc1ccccn1)Nc1nc2c(ccc3ccccc32)s1	9	-6	·	-5.2	18	7	-18	-7	1	2
CCN1C(=O)c2ccccc2S(=O)c2ccc(C(=O)N3CCN(C(=O)c4ccco4)CC3)cc21 (stereo unspecified)	5	2	-3	-0.1	-20	-6	20	6	-1	0
O=C(c1ccc(-c2ccccc2)cc1)N1CCN(c2ccccc2)CC1	73	0	12	0.1	-13	7	13	-14	-4	-1
Cc1c(C(=O)NC(=S)NCc2cccnc2)cccc1[N+](=O)[O-]	-3	-4	3	-0.7	6	4	-6	-2	-17	-3
S=c1[nH]ncn1/N=C/c1cccs1	1	-6	1	1.5	-23	2	23	-14	3	10
C=CCOC(=O)C1=C(C)NC(SCC(=O)OCC)=C(C#N)C1c1ccc(O)c(OC)c1 (stereo unspecified)	-6	-21	·	2.1	·	7	·	-6	0	3
COc1ccc(NC(=O)CSc2cccc3cccnc23)c(OC)c1	-3	-4	0	1.2	13	-1	-13	-8	-2	6
COc1ccc(CCCc2nnc(SCc3nc4ccccc4c(=O)[nH]3)n2C)cc1C	4	-10	0	0.1	24	-2	-24	8	0	-4
O=C(c1ccco1)N1CCN(S(=O)(=O)N2CCOCC2)CC1	-6	2	·	0.5	14	6	-14	-3	3	7
O=C1c2ccccc2C(=O)N1CCCn1ccnc1	·	3	0	0.6	-27	6	27	3	9	-2
CC(=O)Nc1ccc(C=NNc2ccc(S(=O)(=O)Nc3ccccc3C(=O)O)cc2[N+](=O)[O-])cc1	1	-13	-1	2.6	-5	-5	5	11	-2	-9
COc1ccc2c(CN3CCN(S(=O)(=O)c4cccs4)CC3)cc(=O)oc2c1	5	3	-2	1.3	11	2	-11	-7	0	-1
CCOc1cc(/C=N/Nc2cccc(C(=O)O)c2)ccc1OCC(=O)N1CCCCC1	0	-1	-7	-2.0	-3	·	3	-15	7	·
Cc1ccc(-c2noc(CNC(=O)COc3ccccc3C)n2)cc1	-2	-14	2	1.3	-12	2	12	2	15	-1
COc1ccc2nc3cccc(OC)c3nc2c1	22	5	7	1.9	3	6	-3	-13	-3	2
COc1cc(/C=C(\NC(=O)c2ccccc2)C(=O)NCCO)c([N+](=O)[O-])cc1OC	-4	-2	·	-3.0	-19	-1	19	-10	4	-3
CCOC(=O)N1CCN(C(=O)/C(=C/c2cccc3ccccc23)NC(=O)c2ccc(OC)c(OC)c2)CC1	-9	-9	-4	0.7	15	-2	-15	-3	3	-13
CCc1nnc(NC(=O)c2ccc(OCc3c(C)noc3C)c(OC)c2)s1	-13	-15	0	2.8	84*	2	-84	-14	6	-2
O=C(NCc1ccncc1)NC12CC3CC(CC(C3)C1)C2	7	2	2	-0.5	0	0	0	11	8	0
CN1CCN(S(=O)(=O)c2ccc(NC(=O)C(C)(C)C)cc2)CC1	8	-5	-2	-1.1	-18	-2	18	-6	-10	3
NS(=O)(=O)c1ccc2c(c1)oc(=O)c1cc(S(N)(=O)=O)ccc12	-4	-8	-2	-1.4	-3	1	3	-11	11	3
CN(C)/C=C/C(=O)c1cccc(Oc2ncccn2)c1	2	-3	-2	-0.9	-27	3	27	-2	6	6
CCC(C)(C)NC(=O)CCn1c(-c2ccccc2)cc(C(C)=O)c1C	-17	-2	-2	0.6	-11	-1	11	2	·	-4
CC(C)[C@H](N)c1nnc(SCC(=O)c2ccc(Cl)cc2)o1	-2	4	·	-1.5	8	4	-8	7	-9	-7
c1ccc(C2[C@H]3CN(CC4CCCCC4)[C@H](c4ccccc4)C34CC2(c2ccccc2)C4)cc1 (stereo partly specified)	-1	12	-7	-1.2	-4	-2	4	-7	-2	-3
O=C(NC(=S)NCc1ccc(Cl)cc1Cl)c1ccco1	22	0	-3	-2.9	-3	-1	3	-14	-12	-1
C=CCNC(=S)NCC	0	-1	-1	0.0	-10	4	10	-5	4	-2
COC1C(CO)OC(n2c3c(Cl)cccc3c3c4c(c5c6cccc(Cl)c6[nH]c5c32)C(=O)NC4=O)C(O)C1O (stereo unspecified)	-86	10	10	-0.8	-10	-3	10	-10	-6	21
COc1ccc(OC)c(-c2c[n+](=O)c3c(n2[O-])CCCC3)c1	·	4	-2	-3.2	9	-5	-9	8	12	-6
CC(CCC(=O)Nc1nncs1)C(=O)O (stereo unspecified)	·	3	0	-2.4	-10	1	10	-2	5	-3
CN(c1ccc(C(=O)NC2CC3CCC2C3)cc1)S(C)(=O)=O (stereo unspecified)	·	-2	·	3.1	-24	-2	24	?	15	3
COc1ccccc1NC(=O)CN(c1ccccc1F)S(C)(=O)=O	·	1	·	0.3	3	2	-3	-3	5	-1
O=C(/C=C/c1cccc([N+](=O)[O-])c1)Nc1ccc(NC(=O)c2cccs2)cc1	3	7	·	0.3	11	3	-11	-5	-7	3
CCCOc1ccc(/C=C/C(=O)N2CCN(c3ccccn3)CC2)cc1	-11	-7	0	-0.6	-9	-2	9	-8	-1	0
CCC(CC)C(=O)Nc1cccc(C(=O)NCc2ccco2)c1	0	-12	·	1.6	-7	5	7	-7	1	9
COc1ccc(C(=O)CSc2nnc(CCc3ccccc3)n2-c2ccccc2)cc1	-9	-17	·	0.3	24	-3	-24	-12	5	-10
Clc1ccc2nc(N3CCCCC3)[nH]c2c1	28	3	·	-2.3	4	3	-4	-6	-9	7
CCc1ccc(N2CCN(C(=O)c3ccc(OC)c(OC)c3)CC2)cc1	-4	14	0	-1.2	9	1	-9	-16	-2	0

Some of these compounds in order of the cardiac RTF act value, lowest first:
| molecule | cardiac RTF act |
| --- | --- |
| C=CCOC(=O)C1=C(C)NC(SCC(=O)OCC)=C(C#N)C1c1ccc(O)c(OC)c1 (stereo unspecified) | 3 |
| CN(C)/C=C/C(=O)c1cccc(Oc2ncccn2)c1 | 6 |
| O=C(c1ccco1)N1CCN(S(=O)(=O)N2CCOCC2)CC1 | 7 |

Next entries
SMILES	MITF act	dFosB act	Wnt bcat act	CDK5 p35 inh	SR-BI HDL uptake	HTR5A ag	SR-BI uptake up	PvdQ inh	Rtt109 HAT inh	cardiac RTF act
Nn1c(SCC(=O)NC(=O)NCc2ccco2)nnc1-c1ccc(OC(F)F)cc1	-3	-9	·	-2.9	-12	11	12	-6	1	3
C=CCN(C(=O)CCC(=O)Nc1cc(C)on1)C(C(=O)NC(C)(C)C)c1cccc(OC)c1OC (stereo unspecified)	·	-1	-1	1.5	-1	5	1	0	2	-3
CCOC(=O)CNC(=O)CSc1nc(-c2ccc(OC)cc2)ns1	40	-1	-1	-0.1	9	4	-9	-4	4	-1
Cc1c(C)n(CCc2ccccc2)c2ncnc(NCCCN(C)C)c12	12	-2	-3	0.2	0	1	0	-6	8	4
Cn1c(C(=O)NCCOc2ccccc2Cl)cc(=O)n(C)c1=O	-9	-5	-2	-0.2	-6	2	6	-1	-19	2
N#C/C(=C\c1cccc(O)c1)C(=O)Nc1ccc2c(c1)OCCO2	-2	-3	0	-0.2	39	2	-39	-8	2	4
O=C(Nc1ccc(NC(=O)c2ccccc2F)cc1)c1ccccc1F	·	-4	-2	0.0	-28	8	28	-2	4	-2
CN(C)c1cccc(C(=O)NCC2CCCO2)c1 (stereo unspecified)	23	9	-3	-0.6	0	20*	0	-14	-7	2
CCCN(CC(=O)Nc1ccccc1C)C(=O)/C=C/c1cccs1	-1	-5	-1	1.1	6	-1	-6	-8	-16	9
O=C(CN1C(=O)NC2(CCc3ccccc32)C1=O)NCCc1ccccc1 (stereo unspecified)	16	-11	-1	1.6	9	-4	-9	-8	4	-1
CCc1ccc(NC(=O)CCNC(=O)Cn2ccc3ccccc3c2=O)cc1	5	7	-2	-0.1	-5	2	5	-5	-7	-4
O=C(NCCN1CCOCC1)c1ccccc1Oc1ccccc1	6	-5	·	0.6	13	3	-13	-16	-5	3
O=c1c2ccccc2nc2n1CCCN2	3	-11	0	-2.9	-3	1	4	5	3	16
CCCCn1c(NC(C)CC)nc2c1c(=O)[nH]c(=O)n2C (stereo unspecified)	5	-7	·	-0.5	-10	8	10	-10	4	6
COc1ccc(S(=O)(=O)N2CCC(C(=O)Oc3cccc(C)c3)CC2)cc1OC	-3	-11	-1	-0.8	8	2	-8	4	-3	2
Cc1ccc(C)c(OCc2ccc(C(=O)NN)o2)c1	8	6	8	0.8	3	1	-3	-4	4	0
COc1cc2sc(-c3ccccc3OC)c(-c3ccc(OCCN4CCOCC4)cc3)c2cc1OC	5	-5	·	-2.2	-21	1	21	-9	0	-3
Cc1csc(SCC(=O)N(C)c2c(N)n(Cc3ccccc3)c(=O)[nH]c2=O)n1	-4	-3	4	2.9	-20	12*	20	5	-5	2
CCOC(=O)CSc1nc(=O)n2ccc(C)cc2n1	6	-4	1	-0.1	-17	-3	17	-4	0	0
CCN(CC)CCNC(=O)c1ccc(NC2=NC3CS(=O)(=O)CC3S2)cc1 (stereo unspecified)	·	-1	9	0.2	-16	0	16	8	-8	0
Cc1ccc(C(=O)OCC(=O)NCC2COc3ccccc3O2)cc1 (stereo unspecified)	8	-4	0	-4.2	-26	2	26	-5	-21	1
Cc1cccc(NC(=O)c2ccc(-n3ccnc3)nc2)c1	·	-15	-2	0.3	13	-4	-13	-9	-6	4
COc1ccc(N2CCN(C(=O)CN(C)S(=O)(=O)c3ccc4c(c3)c(=O)n(C)c(=O)n4C)CC2)cc1	-3	-6	0	-1.7	6	0	-6	1	1	-4
Nc1c(N(Cc2ccco2)C(=O)COc2ccc(Cl)cc2)c(=O)[nH]c(=O)n1Cc1ccccc1	-1	13	3	0.1	-15	3	15	-3	-8	-6
